NALP3 yeast inh: NALP3 inflammasome inhibitors in reconstituted yeast, primary screen, luminescence, uHTS | Yeast reconstituted NLRP3/ASC/caspase-1, beta-gal luminescence, 24 h | inhibition, % at 10 µM | actives 0.39% (n = 330,000) | AID 2825, 2010;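 active = inhibition of 50% or more; inactive = inhibition below 50%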;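 also: plate controls were induced DMSO wells for no effect and uninduced yeast grown without galactose for full effect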
ATG4B inh: ATG4B protease inhibitors, primary screen, biochemical, fluorescence, uHTS. inhibition, % at 8.33 µM. actives 0.51% (n = 340,000). ATG4B cleavage of LC3-PLA2, NBD-HPC fluorescence, 1 h. AID 504462, 2011. Cysteine protease ATG4B (Homo sapiens), Q9Y4P1; in the data active = inhibition above about 40%
Target sequence (Q9Y4P1 whole entry, looked up): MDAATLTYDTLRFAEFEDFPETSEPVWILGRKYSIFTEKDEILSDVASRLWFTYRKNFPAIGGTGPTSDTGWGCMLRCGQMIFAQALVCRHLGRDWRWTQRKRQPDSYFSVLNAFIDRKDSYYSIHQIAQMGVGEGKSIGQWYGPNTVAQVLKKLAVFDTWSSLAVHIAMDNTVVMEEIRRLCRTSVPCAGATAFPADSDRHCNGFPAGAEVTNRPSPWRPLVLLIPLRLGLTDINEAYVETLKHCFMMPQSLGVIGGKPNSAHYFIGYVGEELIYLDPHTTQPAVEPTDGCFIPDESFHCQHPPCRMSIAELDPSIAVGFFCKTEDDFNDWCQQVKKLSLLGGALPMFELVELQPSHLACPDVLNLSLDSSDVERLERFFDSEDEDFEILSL
mIAP block: inhibitors of mouse IAP, primary screen, biochemical, luminescence, uHTS; intestinal alkaline phosphatase [Mus musculus]; AID 2806, 2010; actives 0.2% (n = 330,000); purified mouse IAP, CDP-Star luminescence, 30 min; inhibition, % at 10 µM;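 active = inhibition of at least 40% at 10 µM in the primary screen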;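 also: plate controls were DMSO with enzyme for no effect and no enzyme wells for full effect; values of inactives mirror those of a sister screen read the other way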
hIAP act: human IAP activators, primary screen, biochemical, luminescence, uHTS; activation factor at 10 µM; Intestinal-type alkaline phosphatase (Homo sapiens), P09923; actives 0.16% (n = 330,000); purified human IAP, CDP-Star luminescence, 30 min; hits give high values; 1 = vehicle-only enzyme, 0 = enzyme-free background;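 active = activation factor of the enzyme at least 2-fold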; also: the source names both 10 and 20 µM as test concentration; values of inactives mirror those of a sister screen read the other way
Target sequence (P09923 whole entry, looked up): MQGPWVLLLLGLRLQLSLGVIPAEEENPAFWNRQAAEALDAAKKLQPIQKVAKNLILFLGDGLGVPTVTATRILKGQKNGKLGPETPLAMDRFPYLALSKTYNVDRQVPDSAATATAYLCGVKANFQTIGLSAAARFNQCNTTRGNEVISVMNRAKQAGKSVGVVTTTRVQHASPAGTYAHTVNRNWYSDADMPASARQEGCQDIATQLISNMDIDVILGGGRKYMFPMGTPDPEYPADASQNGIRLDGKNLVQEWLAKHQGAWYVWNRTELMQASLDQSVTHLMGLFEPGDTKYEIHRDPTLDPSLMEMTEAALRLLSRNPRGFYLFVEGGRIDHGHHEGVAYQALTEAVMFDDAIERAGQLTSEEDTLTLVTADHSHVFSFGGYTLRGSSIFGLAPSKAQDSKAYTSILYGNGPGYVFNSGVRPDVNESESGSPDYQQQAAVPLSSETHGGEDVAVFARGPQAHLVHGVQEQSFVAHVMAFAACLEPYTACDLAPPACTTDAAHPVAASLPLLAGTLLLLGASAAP
Apaf1 inhib: inhibitors of human Apaf-1 apoptosome, primary screen, biochemical, DEVD-Rh110 fluorescence, uHTS. Apoptotic protease-activating factor 1 (Homo sapiens), O14727. AID 489030, 2010. actives 0.71% (n = 330,000). reconstituted apoptosome caspase-3 activity. inhibition, % at 20 µM; active = inhibition of at least 40% at 20 µM;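 also: plate controls were DMSO wells for no effect and DEVD-CHO caspase inhibitor wells for full effect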
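Assay system – apoptosome proteins · Medium – Hepes buffer, pH 7.5 · Also added – cytochrome c with DEVD-Rh110 · Timing – 30 min compound preincubation, 50 min activation, room temperature · Detection – Rh110 fluorescence, excitation 480 nm, emission 540 nm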
tim10-1 inh: growth inhibitors of tim10-1 mutant yeast, primary screen, luminescence, uHTS; S. cerevisiae tim10-1 ts strain growth, BacTiter-Glo, 24 h; inhibition, % at 20 µM; actives 2.2% (n = 330,000); AID 463190, 2010;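 active = inhibition of at least 40%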;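 also: mutant grown at 25 °C; 0% = DMSO wells with yeast and 100% = wells holding no yeast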
mIAP act: activators of mouse IAP, primary screen, biochemical, luminescence, uHTS; intestinal alkaline phosphatase [Mus musculus]; muIAP, CDP-Star luminescence, 30 min; hits give high values; 1 = vehicle-only enzyme signal, 0 = enzyme-free wells; activation factor at 10 µM; actives 0.24% (n = 330,000); AID 2805, 2010;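 active = activation factor of at least 2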; also: the source names both 10 and 20 µM as test concentration; values of inactives mirror those of a sister screen read the other way
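Assay system: mouse IAP enzyme / Compound: DMSO-dissolved test compounds / Timing: 30 min, room temperature / Measured by: luminescence from enzymatic CDP-Star hydrolysis / Control set: DMSO-only wells, enzyme-free buffer wells as negative control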
TIM10 inh: growth inhibitors of isogenic TIM10 control yeast, primary screen, counter-screen for tim10-1 yeast inhibitor project, luminescence, uHTS; S. cerevisiae TIM10 strain growth, BacTiter-Glo luminescence, 24 h; inhibition, % at 10 µM; actives 1.4% (n = 330,000);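 active = inhibition of 40% or more at the single tested concentration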;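 also: wild-type TIM10 isogenic control strain grown at permissive 25 °C; 0% = DMSO yeast wells and 100% = minimal medium wells without yeast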
hIAP inh: human IAP inhibitors, primary screen, biochemical, luminescence, uHTS; actives 0.12% (n = 330,000); inhibition, % at 10 µM; AID 2544, 2010; purified IAP, CDP-Star luminescence, 30 min;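 active = inhibition reaching a set limit with compound at 10 µM in the primary screen, cut at about 35% in these data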;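 also: plate controls were DMSO wells with enzyme for no effect and no-enzyme buffer wells for full effect; values of inactives mirror those of a sister screen read the other way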
The depositor's hits bear a star; . = not tested or not shown. No enrichment for hits. About 4.5% of those tested had a hit in this group.

Structure,hIAP inh,ATG4B inh,tim10-1 inh,NALP3 yeast inh,mIAP block,Apaf1 inhib,TIM10 inh,hIAP act,mIAP act
O=C(NCc1ccc(Cl)cc1)C1CCN(S(=O)(=O)c2ccc(N3CCCC3=O)cc2)CC1,13,1,23,-13,-2,6,4,0.87,1
COc1cccc(NC(=O)CN(C)S(=O)(=O)c2ccc3c(c2)CCC(=O)N3)c1,18,-21,-17,7,-10,0,-6,0.82,1.1
COc1ccc(OCC(=O)NC2CCCN(Cc3ccc(Cl)cc3)C2)cc1 (centres undefined),0,24,16,19,-4,9,5,1,1
COc1ccc(N(C(=O)CNC(=O)c2cccs2)C(C(=O)NC2CCCC2)c2ccncc2)cc1 (centres undefined),-4,-7,5,6,11,-19,10,1,0.89
Cc1ccc(NC(=S)NCCC(c2ccccc2)c2ccccc2)c(C)c1,10,0,20,16,-307,10,49*,0.9,4.1*
COc1ccc(C(=O)CCNc2ccc3c(c2)OCCO3)cc1,-5,-1,-9,41,-3,-6,-1,1.1,1
O=c1c2ccccc2nc(-c2ccccc2)n1Cc1ccccc1,-8,18,26,1,-9,2,24,1.1,1.1
Cc1cc(C)n(CCN(C)c2nc3nonc3nc2NC2CC2)n1,14,-11,2,-2,8,-13,3,0.86,0.92
COc1ccc(NC(=O)CN2CCN(S(=O)(=O)c3ccc(Cl)cc3)CC2)cc1,29,-12,30,-2,8,-3,29,0.71,0.92
Cc1cc(/C=C(/C#N)c2cccc(Cl)c2)c(C)n1C,-9,6,-14,29,0,5,-7,1.1,1
CCCOc1cccc(-c2cc(C(=O)N/N=C/c3cccnc3)c3ccccc3n2)c1,-2,-3,8,8,12,30,-8,1,0.88
CC1(C)C2CC=C(/C=N/NC(=O)c3ccc(O)cc3)C1C2 (centres undefined),11,-7,20,3,-4,4,-11,0.89,1
COc1ccccc1-n1c(-c2cc(-c3ccco3)[nH]n2)n[nH]c1=S,-16,-1,-1,9,58*,-5,-11,1.2,0.42
COC(=O)c1c(NC(=O)CC2Sc3ccc(C(F)(F)F)cc3NC2=O)sc(C)c1C (centres undefined),5,-2,-2,14,-7,-13,5,0.95,1.1
CCOC(=O)CCCCC(=O)c1[nH]c(=O)[nH]c1CSc1nc(C)cc(C)n1,-22,14,9,4,-12,-5,-5,1.2,1.1
CC(=O)Nc1ccc(/C(C)=N/NS(=O)(=O)c2ccc(C)cc2)cc1,4,-14,-9,21,1,1,-3,0.96,0.99
C=CCN1C(=O)[C@H]2CCC=C[C@H]2[C@@H]1c1cccc(C)c1,.,3,27,.,1,8,15,.,0.99
CCCc1ccc(OCC(=O)NNC(=S)NC(=O)c2ccco2)cc1,-32,-1,-13,24,11,0,-74,1.3,0.89
COCCn1c(=O)[nH]c2cc(C(=O)N3CCN(c4ccccc4)CC3)ccc2c1=O,13,-11,-7,5,-5,-7,0,0.87,1.1
Cc1nn(-c2ccccc2)c2sc(C(=O)NCCN3CCOCC3)cc12,15,-18,11,-1,-6,4,3,0.85,1.1

Additional structures
Structure,hIAP inh,ATG4B inh,tim10-1 inh,NALP3 yeast inh,mIAP block,Apaf1 inhib,TIM10 inh,hIAP act,mIAP act
Cc1cc(=O)oc(C)c1C(=O)NCCCN1CCN(c2ccc(F)cc2)CC1,14,1,5,33,5,2,1,0.86,0.95
Cc1cccc(C)c1NC(=S)N/N=C1\CC2CC=CC12 (centres undefined),-1,-5,0,11,2,-10,18,1,0.98
CC(=O)Nc1cccc(NC(=O)CSc2nnnn2C(C)C)c1,9,-14,4,16,0,-9,11,0.91,1
Cc1cc(=O)n2c3ccccc3n(CC(O)CN3CCN(Cc4ccccc4)CC3)c2c1C#N (centres undefined),-3,-7,7,10,10,-4,11,1,0.9
CCOc1cccc(Nc2ccc([N+](=O)[O-])cn2)c1,-12,-2,38,20,6,6,10,1.1,0.94
CC(=O)N1CCN(Cc2nc3cc(NC(=O)c4ccc(F)cc4)ccc3n2C)CC1,-4,-9,8,3,7,-2,6,1,0.93
Cc1ccc(CNC(=O)C2CCN(S(=O)(=O)c3cnc[nH]3)CC2)cc1,-1,-8,-1,15,-9,-22,1,1,1.1
O=C(O)C1CCCCC1C(=O)NCCc1ccccc1 (centres undefined),11,8,4,-3,4,2,-7,0.89,0.95
CCc1nc2ccc(C(=O)N3CCN(c4ccccc4F)CC3)cc2nc1CC,3,3,31,2,5,15,13,0.97,0.95
c1ccc(-c2nc(C3CCCCC3)c3ccccc3n2)cc1,2,9,-11,21,15,10,-9,0.98,0.85
CCCCOc1ccc(C(=O)Nc2cccc(C)n2)cc1,-6,6,26,23,1,-3,22,1.1,0.99
CC(=O)Nc1cccc(NC(=O)Cc2cccs2)c1,-14,7,12,9,11,-16,-7,1.1,0.89
O=c1c2cn[nH]c2[nH]c(=S)n1-c1ccccc1Cl,2,-6,3,9,19,5,16,0.98,0.81
Cc1ccc2cc(CN(C)S(C)(=O)=O)c(=O)[nH]c2c1,-2,-1,2,1,3,15,-8,1,0.97
CN(C)c1ccc(C(C(=O)NCC2CCCO2)N(Cc2ccccc2)C(=O)c2snc(C(N)=O)c2N)cc1 (centres undefined),-4,-9,-6,22,12,5,9,1,0.88
COc1cccc(-n2c(C)nc3c(cnn3-c3ccc(Cl)cc3)c2=O)c1,1,-9,17,4,-6,11,12,0.99,1.1
COc1ccc(CC(=O)N2CCCC2)c(OC)c1,11,0,-10,7,6,3,7,0.89,0.94
CCOC(=O)N1CCN(C(=O)CN(C2CCCCC2)S(=O)(=O)c2ccc(C)cc2)CC1,-13,-2,23,14,-3,4,8,1.1,1
COCCOc1cc(NC(=O)CS(=O)(=O)CC(=O)N(C)C)c(Cl)cc1Cl,-5,6,7,3,6,3,-7,1,0.94
CCOC(=O)N1CCN(C(=O)C2CCN(C(=O)c3cc4sccc4n3CC)CC2)CC1,5,-8,15,1,-7,17,7,0.95,1.1

Next section
Structure,hIAP inh,ATG4B inh,tim10-1 inh,NALP3 yeast inh,mIAP block,Apaf1 inhib,TIM10 inh,hIAP act,mIAP act
CCS(=O)(=O)N1Cc2ccccc2CC1C(=O)N(C)Cc1ccc(OC)cc1OC (centres undefined),8,-4,18,10,6,19,24,0.93,0.94
CCC1(c2ccc(F)cc2)NC(=O)NC1=O (centres undefined),13,3,-3,3,5,-5,7,0.87,0.95
CC1(C)Cc2c(sc3nc(C4CCCCC4)n(N)c(=O)c23)CO1,-14,-3,14,-4,-13,-12,18,1.1,1.1
O=C1C(SC(F)(F)C(F)F)=C(C(F)(F)F)OC2C3C=CC(C3)C12 (centres undefined),6,-15,-3,11,1,-9,-13,0.94,0.99
CCN=c1scc(-c2ccco2)n1/N=C/c1ccc(OC)c(O)c1,-8,-18,33,17,2,9,30,1.1,0.98
CCOC(=O)C1(Cc2cccc(OC)c2)CCN(CC=C(C)C)CC1,5,-9,5,5,1,-5,-26,0.95,0.99
Cc1c(Nc2nc3ccccc3nc2N2CCN(c3ccccc3)CC2)c(=O)n(-c2ccccc2)n1C,-14,6,30,20,-4,20,13,1.1,1
Cc1cc(Cl)ccc1NNC(N)=S,-18,6,-7,21,18,-7,11,1.2,0.81
CCCCn1c(N)c(N(CC(C)C)C(=O)c2cccc(S(=O)(=O)N(C)c3ccccc3)c2)c(=O)[nH]c1=O,6,-6,2,7,0,6,8,0.94,1
CCOc1cnn(Cc2ccccc2)c(=O)c1SCc1ccccc1,19,-4,19,-19,-4,-1,24,0.81,1
CSc1nc2c(c(=O)[nH]1)CCCC2,2,-9,8,-12,0,6,-14,0.98,1
CCOP(=O)(c1ccccc1)c1nc(-c2ccccc2C)oc1N1CCCCC1 (centres undefined),-7,12,27,19,-8,25,11,1.1,1.1
COc1ccccc1NC(=O)CSc1nnc(C2CCCCC2)n1C,8,-10,5,7,7,-14,3,0.92,0.93
O=C(CCNc1n[nH]c(=O)[nH]c1=O)N/N=C/c1ccc(Cl)cc1,7,2,0,9,3,0,-1,0.93,0.97
COc1ccccc1N(CC(=O)NC(C)(C)C)S(=O)(=O)c1cccs1,19,-7,30,3,4,-2,19,0.81,0.96
Cc1ccc(N=C2NC(=O)/C(=C\c3ccco3)S2)cc1,4,-3,1,14,45*,-20,26,0.96,0.55
Cc1nn(-c2ccccc2)c2sc(-c3nnc(SCC(=O)O)o3)cc12,-10,2,17,0,7,-2,14,1.1,0.93
CCc1nc2cc(Cl)c(Cl)cc2[nH]1,0,17,41*,29,3,-8,32,1,0.97
O=c1[nH]c2ccc(S(=O)(=O)NCc3ccccn3)cc2s1,-7,-8,2,3,-1,0,-12,1.1,1
CC(C)CCN(C(=O)Nc1ccccc1)C(C)c1cccs1 (centres undefined),-2,7,43*,5,15,11,23,1,0.85

Gathered by group: the compounds so far containing a COOH group (2)
Structure,hIAP inh,ATG4B inh,tim10-1 inh,NALP3 yeast inh,mIAP block,Apaf1 inhib,TIM10 inh,hIAP act,mIAP act
O=C(O)C1CCCCC1C(=O)NCCc1ccccc1 (centres undefined),11,8,4,-3,4,2,-7,0.89,0.95
Cc1nn(-c2ccccc2)c2sc(-c3nnc(SCC(=O)O)o3)cc12,-10,2,17,0,7,-2,14,1.1,0.93

Additional compounds follow:
Structure,hIAP inh,ATG4B inh,tim10-1 inh,NALP3 yeast inh,mIAP block,Apaf1 inhib,TIM10 inh,hIAP act,mIAP act
CCCOC(=O)CCCCCCCCC(O)CN1CCCCC1 (centres undefined),-1,3,38,-7,1,1,1,1,0.99
CC1CCN(Cc2nnnn2CCCC(=O)NCCN2CCOCC2)CC1,-29,-2,1,13,5,-2,1,1.3,0.95
CN(c1nc(-c2ccc(Br)cc2)cs1)C1CCS(=O)(=O)C1 (centres undefined),-19,-22,23,17,-10,13,22,1.2,1.1
COc1cc(OC)c(C(=O)CCC(=O)O)cc1OC,-28,-10,-8,5,-6,-10,-8,1.3,1.1
O=C(CSc1nnc(NC(=O)c2c(F)cccc2F)s1)NCc1ccccc1,2,1,5,25,6,-3,11,0.98,0.94
Cc1ccc(C)c(NC(=O)CSc2nccn2Cc2ccco2)c1,8,-5,13,5,5,12,3,0.92,0.95
CCc1cc(=O)oc2cc(C)cc(OCC(=O)NCCN3CCOCC3)c12,-28,1,-2,13,-2,-11,-8,1.3,1
COCCN(C(=O)c1oc2ccccc2c1COC)c1c(N)n(CC(C)C)c(=O)[nH]c1=O,2,-4,-14,6,6,4,3,0.98,0.94
C=CC[C@H](CC(=O)N(CCO)Cc1ccccc1)C(=O)N[C@H](COC(=O)[C@@H](CC=C)Cc1ccc(F)cc1)Cc1ccccc1,-4,29,2,16,7,22,10,1,0.93
CC1=CC(C)C(/C=N/n2cnnc2)C(C)C1 (centres undefined),0,2,7,4,6,-6,8,1,0.94
COC(=O)c1ccc(Oc2nc(C)cc(Oc3ccccc3)n2)cc1,1,-13,13,17,-8,17,-10,0.99,1.1

Screening data as filed in PubChem.
